GPR151 ag = human GPR151 activation. Q8TDV0. activation, % at 11.2 µM. AID 1508602. PathHunter beta-arrestin GPR151 cells, luminescence. 650,000 tested, 1% active; in the data active = activation above about 4.9%;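 also: 0% = median of compound wells and 100% = cells with positive control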
Target sequence (Q8TDV0 whole entry, looked up): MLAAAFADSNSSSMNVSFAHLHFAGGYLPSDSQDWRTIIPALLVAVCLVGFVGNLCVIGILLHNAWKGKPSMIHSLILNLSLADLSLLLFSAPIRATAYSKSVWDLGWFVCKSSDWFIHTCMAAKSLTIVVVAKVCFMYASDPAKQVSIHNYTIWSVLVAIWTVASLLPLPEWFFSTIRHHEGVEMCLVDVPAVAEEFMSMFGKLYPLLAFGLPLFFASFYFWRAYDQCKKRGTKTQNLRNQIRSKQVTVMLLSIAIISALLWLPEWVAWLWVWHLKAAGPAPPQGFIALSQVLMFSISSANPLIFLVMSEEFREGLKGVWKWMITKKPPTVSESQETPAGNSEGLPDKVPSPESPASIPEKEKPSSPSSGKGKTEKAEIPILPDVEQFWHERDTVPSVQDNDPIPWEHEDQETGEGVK
FBW7 act = human FBW7 E3 ligase activation, primary screen | Q969H0 | AlphaScreen FBW7–phospho-cyclin E peptide binding, activator screen | normalized activity (activation), % at 26.1 µM | 650,000 tested, 0.13% active | AID 1259310; in the data active = normalized activity above about 1.9%;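 also: purified mutant Fbw7 with reduced substrate affinity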
Target sequence (Q969H0 whole entry, looked up): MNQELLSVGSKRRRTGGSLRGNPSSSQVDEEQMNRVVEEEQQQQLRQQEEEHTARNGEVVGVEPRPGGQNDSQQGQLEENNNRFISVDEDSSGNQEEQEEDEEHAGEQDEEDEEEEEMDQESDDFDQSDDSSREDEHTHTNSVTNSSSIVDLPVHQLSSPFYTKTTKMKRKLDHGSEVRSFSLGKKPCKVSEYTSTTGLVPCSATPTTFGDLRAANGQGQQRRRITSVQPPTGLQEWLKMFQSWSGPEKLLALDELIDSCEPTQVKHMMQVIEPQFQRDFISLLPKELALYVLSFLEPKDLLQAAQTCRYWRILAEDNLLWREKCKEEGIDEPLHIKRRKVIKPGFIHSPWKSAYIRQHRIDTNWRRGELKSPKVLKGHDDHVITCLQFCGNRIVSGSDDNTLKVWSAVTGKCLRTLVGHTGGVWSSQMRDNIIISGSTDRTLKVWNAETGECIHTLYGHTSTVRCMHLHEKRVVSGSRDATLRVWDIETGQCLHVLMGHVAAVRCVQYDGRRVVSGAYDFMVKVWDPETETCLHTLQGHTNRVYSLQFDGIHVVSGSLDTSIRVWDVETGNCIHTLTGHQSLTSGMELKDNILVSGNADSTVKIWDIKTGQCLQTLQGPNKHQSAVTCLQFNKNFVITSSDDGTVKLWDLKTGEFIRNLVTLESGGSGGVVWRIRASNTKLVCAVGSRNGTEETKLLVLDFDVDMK
TEAD-YAP inh = TEAD-YAP interaction inhibition; HEK-TIYL cells, TEAD-Gal4/YAP UAS-luciferase luminescence; inhibition, % at 9.12 µM; 640,000 tested, 1.4% active; AID 1259422; in the data active = inhibition above about 32%;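 also: 0% = median of test compound wells and 100% = reference inhibitor wells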
MITF inh = inhibitors of human MITF; O75030; AlphaScreen MITF homodimerization, bead proximity signal; inhibition, % at 2.6 µM; 650,000 tested, 0.91% active; in the data active = inhibition above about 50%;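 also: 0% = vehicle wells with protein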
* marks the source's active call; other numbers are inactive results; & = joins results of further samples. An unsorted share of the library, and some 3.4% of all compounds hit somewhere here.

For COc1cc(NC(=S)NN2CCOCC2)cc(OC)c1 the results were GPR151 ag 0.2, FBW7 act -0.2, TEAD-YAP inh 14 and MITF inh 2.
`Cn1cnnc1SCC(=O)N1c2ccccc2CCc2ccccc21` gave GPR151 ag 0.3, FBW7 act -0.2, TEAD-YAP inh -2 and MITF inh 9.
Screening COc1cc(OC)cc(C(=O)Nn2cnnc2)c1 returned GPR151 ag -0.1, FBW7 act 0.3, TEAD-YAP inh 7 and MITF inh 3.
CCN(CCCNC(=O)c1cn(-c2ccc(OC)cc2)c(=O)c2ccccc12)c1cccc(C)c1 was read as GPR151 ag -0.7, FBW7 act 0.0, TEAD-YAP inh -3 and MITF inh -1.
O=c1ccc2cc(S(=O)(=O)N3CCc4ccccc4C3)ccc2o1 was read as GPR151 ag 3.6, FBW7 act 0.0, TEAD-YAP inh 6 and MITF inh -5.
`Cc1ccc2oc(-c3cccc(NC(=O)c4ccccc4)c3)nc2c1` gave GPR151 ag 0.3, FBW7 act -0.1, TEAD-YAP inh 1 and MITF inh 1.
Screening CN1CCN(c2ccc([N+](=O)[O-])c(NCc3ccccc3)c2)CC1 returned GPR151 ag -0.6, FBW7 act 0.1, TEAD-YAP inh -6 and MITF inh 13.
`COc1ccc(S(=O)(=O)NC(CCSC)C(=O)O)cc1[N+](=O)[O-]` (stereo not given) gave GPR151 ag 0.1, FBW7 act -0.1, TEAD-YAP inh 7 and MITF inh 6.
Screening Cc1ccc(N=C2NC(=O)CC(C(=O)Nc3ccc(F)cc3F)S2)cc1 (stereo not given) returned GPR151 ag 2.2, FBW7 act -0.1, TEAD-YAP inh 1 and MITF inh -9.
Screening CCC1(O)C(=O)Nc2ccc(Br)cc21 (stereo not given) returned GPR151 ag 0.4, FBW7 act -0.1, TEAD-YAP inh 4 and MITF inh -15.
`COc1ccccc1-n1c(SCC(=O)N2CCOCC2)nc2c(c1=O)SCC2` gave GPR151 ag -0.2, FBW7 act 0.2, TEAD-YAP inh -7 and MITF inh 7.
COc1cc(NC(=O)N(C)C)cc(OC)c1OC was read as GPR151 ag -0.8, FBW7 act 0.0, TEAD-YAP inh -14 and MITF inh 13.
`O=C(CN1CCOCC1)Nc1ccc2c(c1)OCO2` gave GPR151 ag -0.7, FBW7 act 0.3, TEAD-YAP inh 7 and MITF inh 15.
CCOC(=O)c1ccccc1NC(=O)C1CC1 was read as GPR151 ag 0.5, FBW7 act 0.0, TEAD-YAP inh 4 and MITF inh -3.
Screening COc1ccc(-c2nc(Nc3cccc(F)c3)c3ccccc3n2)cc1OC returned GPR151 ag 3.2, FBW7 act 0.0, TEAD-YAP inh 12 and MITF inh -8.
Screening COc1ccc(-c2c[n+](CC(=O)c3cccc([N+](=O)[O-])c3)c3n2CCCC3)cc1 returned GPR151 ag -2.2, FBW7 act 0.5, TEAD-YAP inh 5 and MITF inh 10.
`CCOC(=O)c1cc(CC)sc1NC(=O)CCN1C(=O)c2cccc([N+](=O)[O-])c2C1=O` gave GPR151 ag 1.3, FBW7 act 0.1, TEAD-YAP inh 2 and MITF inh 1.
For NNc1nc2c(Cl)cc(Cl)cc2s1 the results were GPR151 ag -3.5, FBW7 act 0.2, TEAD-YAP inh -12 and MITF inh 8.
CCOC(=O)c1cnn(-c2ccc(C(F)(F)F)cn2)c1N was read as GPR151 ag -1.9, FBW7 act 0.0, TEAD-YAP inh -52 and MITF inh -7.
Screening Cc1nc(CC(=O)c2cc(C)c(O)cc2O)cs1 returned GPR151 ag -0.9, FBW7 act -0.1, TEAD-YAP inh 7 and MITF inh 13.
`COc1ccc(N2CCN(C(C)C(=O)Nc3ccc(Br)cc3)CC2)cc1` (stereo not given) gave GPR151 ag 0.2, FBW7 act -0.2, TEAD-YAP inh 8 and MITF inh -4.
CCOC(=O)C1=C(C)N=c2s/c(=C\c3ccc(O)c(Br)c3)c(=O)n2C1c1ccc(OC)cc1 (stereo not given) was read as GPR151 ag -1.2, FBW7 act 0.0, TEAD-YAP inh -2 and MITF inh 8.
NC(=O)CCC(=O)N1CCCC(C(=O)c2ccc(-c3ccccc3)c(F)c2)C1 (stereo not given) was read as GPR151 ag 0.2, FBW7 act -0.1, TEAD-YAP inh 0 and MITF inh 0.
`COCCn1c(C(F)(F)F)ccc(NC(=O)c2ccccc2)c1=O` gave GPR151 ag 0.8, FBW7 act 0.0, TEAD-YAP inh -58 and MITF inh -5.
`CNc1nc(-c2ccc(Cl)cc2)cs1` gave GPR151 ag -0.5, FBW7 act -0.1, TEAD-YAP inh -46 and MITF inh 5.
For Cc1ccn2cc(-c3ccc(I)cc3)nc2c1 the results were GPR151 ag -5.1, FBW7 act 0.4, TEAD-YAP inh 79* and MITF inh 6.
For CC(C(=O)N1CCOCC1)c1ccc([N+](=O)[O-])cc1 (stereo not given) the results were GPR151 ag -1.5, FBW7 act -0.1, TEAD-YAP inh 6 and MITF inh 7.
O=C(c1cccs1)N1CCC(N2CCOCC2)CC1 was read as GPR151 ag 0.5, FBW7 act 0.0, TEAD-YAP inh 4 and MITF inh 27.
For CCCc1ccc(Oc2c(C)oc3c(C)c(OC)ccc3c2=O)cc1 the results were GPR151 ag -1.8, FBW7 act 1.2, TEAD-YAP inh -1 and MITF inh 6.
`Cn1c(=O)c2nc(SCC(=O)Nc3ccc4c(c3)OCO4)n(C)c2n(C)c1=O` gave GPR151 ag 0.3, FBW7 act -0.2, TEAD-YAP inh 5 and MITF inh -13.
For CCOC(=O)c1cc(CC)sc1NC(=O)c1ccccc1NS(=O)(=O)c1ccc(C)cc1 the results were GPR151 ag -0.6, FBW7 act 0.0, TEAD-YAP inh -3 and MITF inh -7.
`CC(C)CCn1c(=O)c2c(nc3n2CCCN3c2ccc(Cl)cc2)n(C)c1=O` gave GPR151 ag 0.1, FBW7 act 0.2, TEAD-YAP inh 5 and MITF inh 1.
`CC1CCCC(C)N1C(=O)COc1ccc(C(=O)N/N=C/c2ccncc2)cc1` (stereo not given) gave GPR151 ag -0.8, FBW7 act -0.1, TEAD-YAP inh -8 and MITF inh -11.
For COC(=O)c1ccc(COC(=O)c2ccc(OC)cc2)o1 the results were GPR151 ag -0.6, FBW7 act 0.2, TEAD-YAP inh 7 and MITF inh -8.
Screening CCOc1ccc(N2C(=O)NC(=O)/C(=C/c3ccccc3OCC(=O)O)C2=O)cc1 returned GPR151 ag 3.0, FBW7 act 0.1, TEAD-YAP inh 11 and MITF inh 2.
For Cc1ccc(COc2ccc(/C=N/N=C(N)N)cc2)cc1 the results were GPR151 ag 0.5, FBW7 act 0.0, TEAD-YAP inh -52 and MITF inh 7.
`O=C(CSc1nc2ccccc2s1)Nc1cccc2ccccc12` gave GPR151 ag -0.2, FBW7 act 0.0, TEAD-YAP inh -6 and MITF inh 0.
CCCn1c(/C=C(/OC(=O)c2ccc(F)cc2)c2ccc(F)cc2)nc2ccccc21 was read as GPR151 ag 1.6, FBW7 act -0.2, TEAD-YAP inh -5 and MITF inh -6.
`O=[N+]([O-])c1ccc(CSc2nnc(C3COc4ccccc4O3)n2-c2ccccc2)cc1` (stereo not given) gave GPR151 ag -0.4, FBW7 act 0.0, TEAD-YAP inh -17 and MITF inh 2.
For COc1ccc(-c2c[n+](=O)c3c(n2[O-])CCC3)cc1 the results were GPR151 ag 0.9, FBW7 act -0.3, TEAD-YAP inh -8 and MITF inh -14.
For CN(C)C(=O)N1c2ccccc2CCc2ccccc21 the results were GPR151 ag 0.1, FBW7 act 0.0, TEAD-YAP inh 1 and MITF inh -16.
For COc1cccc(NS(=O)(=O)c2c(C)noc2C)c1 the results were GPR151 ag 0.5, FBW7 act -0.2, TEAD-YAP inh 7 and MITF inh 3.
`Cc1nn(C)c(C)c1-c1nc(Nc2ccc(N3CCOCC3)cc2)c2ncn(Cc3ccc(C(F)(F)F)cc3)c2n1` gave GPR151 ag -0.5, FBW7 act 0.0, TEAD-YAP inh 16 and MITF inh 2.
For COc1ccc(Nc2nc(C(=O)N3c4ccccc4CC3C)cs2)cc1OC (stereo not given) the results were GPR151 ag -0.2, FBW7 act 0.1, TEAD-YAP inh 12 and MITF inh 14.
For Cc1ccc(Cl)cc1N=C(N)N=C(N)N the results were GPR151 ag 1.3, FBW7 act 0.8, TEAD-YAP inh 11 and MITF inh 6.
For N[C@@H](CSCCB(O)O)C(=O)O the results were GPR151 ag 0.9 and MITF inh 0.
For Cn1nnnc1SCc1nnc(-c2ccc(F)cc2)o1 the results were GPR151 ag -0.8, FBW7 act 0.1, TEAD-YAP inh -25 and MITF inh 5.
For COc1ccc(Cl)cc1NS(=O)(=O)c1cc2c3c(c1)CC(=O)N3CCC2 the results were GPR151 ag 1.4, FBW7 act 0.0, TEAD-YAP inh 1 and MITF inh 5.
For Cc1ccc(S(=O)(=O)N(CC(=O)NC2CC3CCC2C3)c2ccccc2)cc1 (stereo not given) the results were GPR151 ag -0.2, FBW7 act -0.1, TEAD-YAP inh 3 and MITF inh -19.
Screening Cc1nc2c(c(=O)[nH]1)c(=O)[nH]c1sc(C)cc12 returned GPR151 ag -0.3, FBW7 act -0.1, TEAD-YAP inh 1 and MITF inh -10.
For COCC(=O)N1CCCC(C(=O)Nc2ccc(-c3cscn3)cc2)C1 (stereo not given) the results were GPR151 ag -2.1, FBW7 act 0.2, TEAD-YAP inh -23 and MITF inh 19.
Cc1ccc(C(C(=O)Nc2ccc(F)cc2)N(Cc2ccco2)C(=O)c2cnccn2)cc1 (stereo not given) was read as GPR151 ag 0.9, FBW7 act 0.2, TEAD-YAP inh -22 and MITF inh 7.
For NC(=O)c1ccc2nc(-c3cccc(N)c3)sc2c1 the results were GPR151 ag -9.4, FBW7 act 0.2, TEAD-YAP inh 9 and MITF inh 14.
For Cc1onc(-c2c(Cl)cccc2Cl)c1C(=O)N[C@@H]1C(=O)N2[C@@H]1SC(C)(C)[C@@H]2C(=O)O the results were GPR151 ag -1.0&-2.5&2.3, FBW7 act 0.1&0.1&0.1, TEAD-YAP inh 14 and MITF inh -29&-3&10.
Screening CCOC(=O)c1c(C)[nH]c(C)c1C(=O)CSc1nc(-c2ccccc2)cn1N returned GPR151 ag 0.7, FBW7 act 0.0, TEAD-YAP inh 1 and MITF inh 8.
`Clc1ccc(OCCCc2nc(-c3cccnc3)no2)c(Cl)c1` gave GPR151 ag -0.4, FBW7 act 0.3, TEAD-YAP inh -11 and MITF inh -4.
COc1ccc(/C=C(\NC(=O)c2ccc(OC)cc2)C(=O)NCCCC(=O)O)cc1 was read as GPR151 ag 1.5, FBW7 act -0.1, TEAD-YAP inh 3 and MITF inh 8.
Screening CCN(CC)c1nc(C)c([N+](=O)[O-])c(C)c1C(N)=O returned GPR151 ag 6.5*, FBW7 act 0.1, TEAD-YAP inh -12 and MITF inh -16.
For CC(=O)NC1C(Oc2ccccc2)OC(CO)C(O)C1O (stereo not given) the results were GPR151 ag -1.4, FBW7 act -0.1, TEAD-YAP inh -14 and MITF inh 6.
`COc1cccc(NC(=O)Nc2ccc(C)c(Cl)c2)c1` gave GPR151 ag 0.7, FBW7 act 0.1, TEAD-YAP inh -52 and MITF inh 1.
`Cc1cc(N2CCNC2=O)ccc1C(C)C` gave GPR151 ag 0.7, FBW7 act 0.0, TEAD-YAP inh -31 and MITF inh -1.
Screening O=C(COc1ccccc1)Nc1cccc(-c2cc3ccccc3oc2=O)c1 returned GPR151 ag -1.5, FBW7 act 1.0, TEAD-YAP inh 20 and MITF inh 17.

Grouped by structure: the entries above containing fluorine.
Screening Cc1ccc(N=C2NC(=O)CC(C(=O)Nc3ccc(F)cc3F)S2)cc1 (stereo not given) returned GPR151 ag 2.2, FBW7 act -0.1, TEAD-YAP inh 1 and MITF inh -9.
Screening COc1ccc(-c2nc(Nc3cccc(F)c3)c3ccccc3n2)cc1OC returned GPR151 ag 3.2, FBW7 act 0.0, TEAD-YAP inh 12 and MITF inh -8.
CCOC(=O)c1cnn(-c2ccc(C(F)(F)F)cn2)c1N was read as GPR151 ag -1.9, FBW7 act 0.0, TEAD-YAP inh -52 and MITF inh -7.
NC(=O)CCC(=O)N1CCCC(C(=O)c2ccc(-c3ccccc3)c(F)c2)C1 (stereo not given) was read as GPR151 ag 0.2, FBW7 act -0.1, TEAD-YAP inh 0 and MITF inh 0.
`COCCn1c(C(F)(F)F)ccc(NC(=O)c2ccccc2)c1=O` gave GPR151 ag 0.8, FBW7 act 0.0, TEAD-YAP inh -58 and MITF inh -5.
CCCn1c(/C=C(/OC(=O)c2ccc(F)cc2)c2ccc(F)cc2)nc2ccccc21 was read as GPR151 ag 1.6, FBW7 act -0.2, TEAD-YAP inh -5 and MITF inh -6.
`Cc1nn(C)c(C)c1-c1nc(Nc2ccc(N3CCOCC3)cc2)c2ncn(Cc3ccc(C(F)(F)F)cc3)c2n1` gave GPR151 ag -0.5, FBW7 act 0.0, TEAD-YAP inh 16 and MITF inh 2.
For Cn1nnnc1SCc1nnc(-c2ccc(F)cc2)o1 the results were GPR151 ag -0.8, FBW7 act 0.1, TEAD-YAP inh -25 and MITF inh 5.
Cc1ccc(C(C(=O)Nc2ccc(F)cc2)N(Cc2ccco2)C(=O)c2cnccn2)cc1 (stereo not given) was read as GPR151 ag 0.9, FBW7 act 0.2, TEAD-YAP inh -22 and MITF inh 7.

3 records drawn at random from those above:
`COc1cccc(NC(=O)Nc2ccc(C)c(Cl)c2)c1` gave GPR151 ag 0.7, FBW7 act 0.1, TEAD-YAP inh -52 and MITF inh 1.
For NC(=O)c1ccc2nc(-c3cccc(N)c3)sc2c1 the results were GPR151 ag -9.4, FBW7 act 0.2, TEAD-YAP inh 9 and MITF inh 14.
Screening Cc1nc2c(c(=O)[nH]1)c(=O)[nH]c1sc(C)cc12 returned GPR151 ag -0.3, FBW7 act -0.1, TEAD-YAP inh 1 and MITF inh -10.
